m-calpain inh – blocks pig calpain II enzyme activity. purified calpain II, fluorogenic peptide substrate, 30 min. inhibition, % at 16 µM. 220,000 compounds, 0.37% hits;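 active = inhibition above about 50%, limit read from the data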
EBV gp42 block – inhibitors of Epstein-Barr virus glycoprotein 42. Fluorescence polarization binding assay, mP read-out. AID 1085. inhibition, % (tested at 21.74 µM). 220,000 compounds, 0.42% hits. Q1HVG2; in the data active = inhibition above about 50%
Target sequence (Q1HVG2 whole entry, looked up): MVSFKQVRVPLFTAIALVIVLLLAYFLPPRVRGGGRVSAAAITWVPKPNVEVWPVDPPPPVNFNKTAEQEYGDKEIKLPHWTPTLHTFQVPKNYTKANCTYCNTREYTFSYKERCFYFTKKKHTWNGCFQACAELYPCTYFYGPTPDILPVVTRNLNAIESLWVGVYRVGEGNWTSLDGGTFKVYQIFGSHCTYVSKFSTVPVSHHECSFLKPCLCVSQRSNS
KCC2 mod – modulates chloride dependent transport by human KCC2; 190,000 compounds, 2.2% hits; Q9H2X9; B-score of Tl+ flux slope (higher = more flux/activation; lower = inhibition) at 10 µM; KCC2 cells, thallium flux FluoZin-2 fluorescence; AID 1456;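 active = thallium flux slope and its plate-corrected score both differing from the plate sample mean at a set confidence after two filtering rounds, in either direction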;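 note: slope of fluorescence scaled to starting intensity during 10 to 20 s after thallium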
Furin inh – human furin inhibition. AID 463115. inhibition, % at 30 µM. 220,000 compounds, 0.061% hits. purified furin, fluorogenic substrate cleavage; in the data active = inhibition above about 25%; note: inactives centre near -15
TRPML3 ag – human mucolipin-3 channel agonism; Q8TDD5; HEK293 TRPML3-YFP, Fluo-8 calcium fluorescence; 100% = the carbachol control signal; activation, % at 3 µM; 220,000 compounds, 0.29% hits; AID 1448;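 active = activation above its plate's cutoff, the mean activation of the plate's test wells plus 3 SD, cut at about 12% in these data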;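 note: 0% = DMSO only wells and 100% = carbachol wells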
Target sequence (Q8TDD5 whole entry, looked up): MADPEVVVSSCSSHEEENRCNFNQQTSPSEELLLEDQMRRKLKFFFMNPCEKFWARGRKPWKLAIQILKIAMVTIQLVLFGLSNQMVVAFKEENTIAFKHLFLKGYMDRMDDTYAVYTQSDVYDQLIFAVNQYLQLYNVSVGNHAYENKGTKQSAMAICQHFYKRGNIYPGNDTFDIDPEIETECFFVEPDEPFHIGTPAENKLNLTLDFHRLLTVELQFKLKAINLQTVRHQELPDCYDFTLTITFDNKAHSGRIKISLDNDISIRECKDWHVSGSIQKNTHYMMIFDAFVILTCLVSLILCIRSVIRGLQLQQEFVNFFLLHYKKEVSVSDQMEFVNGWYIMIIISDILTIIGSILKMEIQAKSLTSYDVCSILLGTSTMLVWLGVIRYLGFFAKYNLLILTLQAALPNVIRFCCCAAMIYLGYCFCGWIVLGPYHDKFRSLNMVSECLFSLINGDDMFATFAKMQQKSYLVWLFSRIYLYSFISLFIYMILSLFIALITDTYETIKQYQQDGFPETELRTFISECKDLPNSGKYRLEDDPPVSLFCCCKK
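Test system – HEK293 line with stable expression of human TRPML3-YFP channel · Control set – carbachol 87 µM final as high control (100%), DMSO as low control (0%) · Signal – Fluo-8 calcium dye fluorescence, ex 470-495, em 515-575 nm · Incubation – 1-h 37 °C dye load, 5-s basal, 120-s post-compound reads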
zfTRPN1 agonist – activates the zebrafish TRPN1 channel. HEK293 zebrafish TRPN1-YFP, Fluo-8 calcium fluorescence; 100% = response to 87 µM carbachol. activation, % at 3 µM. 220,000 compounds, 0.18% hits. AID 1424;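 active = activation above its plate's cutoff, the mean activation of test wells on that plate plus 3 SD, cut at about 19% in these data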;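 note: 0% = DMSO alone and 100% = 87 µM carbachol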
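Material: zebrafish TRPN1-YFP in HEK293 cells; Doses: single test compound dose, 3 µM nominal, 0.3% DMSO; Timing: dye loading 1 h at 37 °C, then 30 min room temperature; Technique: intracellular calcium fluorescence with Fluo-8; Benchmarks: high carbachol 87 µM, low DMSO alone.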
PPC-1+TRAIL kill – PPC-1 cancer cell killing with TRAIL present. AID 1443. 220,000 compounds, 0.41% hits. cell killing (% activity), % at 4 µM. PPC-1 cells + TRAIL, ATPLite viability luminescence;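 active = cell killing above 50% in the first pass at 4 µM, then a duplicate retest at 5 µM averaging 50% or more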;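 note: plate controls were cells with TRAIL plus DMSO for no effect and medium-only wells lacking cells for full effect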
thrombin 1536 – inhibitors of human thrombin | P00734 | alpha-thrombin, Boc-VPR-AMC fluorogenic substrate cleavage | inhibition, % at 5 µM | 220,000 compounds, 0.26% hits | AID 1046;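 active = inhibition at or above 40%; inactive = inhibition below 40%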;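 note: 0% = enzyme with no compound and 100% = wells without enzyme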
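Material: human alpha-thrombin protein. Incubation: reaction at ambient temperature. Technique: fluorescence of released AMC, ex 355 nm, em 460 nm. Control set: no-compound enzyme wells and no-enzyme blanks. Also added: Boc-VPR-AMC substrate, 15 µM final. Buffer or medium: pH 7.5 Tris (50 mM) with NaCl 150 mM, Tween 20 0.05%.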
TbHK1 inh – blocks Trypanosoma brucei hexokinase 1 activity; inhibition, % at 10 µM; recombinant TbHK1, G6PDH-coupled NADH A340; 220,000 compounds, 0.11% hits; AID 1430;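 active = inhibition of 50% or more in the single-dose primary screen; inactive = inhibition below 50%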
Active calls of the source: *; [ ] = dose if it differs, or a comment.

For O=C(Oc1c(-c2ccccc2)c(=O)n2c3c(cccc13)CC2)c1ccccc1 the results were m-calpain inh 16.8, EBV gp42 block -2.8, KCC2 mod -4.38*, Furin inh -15.8, TRPML3 ag -0.8, zfTRPN1 agonist -1.2, PPC-1+TRAIL kill 6.8, thrombin 1536 -5.9 and TbHK1 inh -18.6.
`CCCCN(C)Cc1cc(=O)oc2cc3c(cc12)CCCC3` gave m-calpain inh 14.0, EBV gp42 block -6.9, KCC2 mod -0.489, Furin inh -5.0, TRPML3 ag -0.9, zfTRPN1 agonist -3.1, PPC-1+TRAIL kill -0.3, thrombin 1536 -6.8 and TbHK1 inh -14.0.
O=C(NCc1ccco1)Nc1ccc(Br)cc1 was read as m-calpain inh -23.5, EBV gp42 block -6.6, KCC2 mod -0.014, Furin inh -23.0, TRPML3 ag 1.1, zfTRPN1 agonist 0.8, PPC-1+TRAIL kill -1.4, thrombin 1536 -6.8 and TbHK1 inh 4.5.
Cc1ccc(N/C=C2/Sc3ccccc3NC2=O)cc1 was read as m-calpain inh -29.0, EBV gp42 block -103.4, KCC2 mod -2.46, Furin inh -8.7, TRPML3 ag 1.0, zfTRPN1 agonist 0.2, PPC-1+TRAIL kill 19.2, thrombin 1536 0.1 and TbHK1 inh -9.9.
COc1ccc(-c2cc(-c3ccccc3)nc(SCC(=O)Nc3ncc(C)s3)c2C#N)cc1 was read as m-calpain inh -73.0, EBV gp42 block -23.1, KCC2 mod 1.17, Furin inh -1.5, TRPML3 ag 0.1, zfTRPN1 agonist -0.6, PPC-1+TRAIL kill 12.8, thrombin 1536 -7.4 and TbHK1 inh -13.8.
`COc1cccc(CNC(=O)c2cc3c(C)nc4ccccc4c3o2)c1` gave m-calpain inh -98.2, EBV gp42 block 0.8, Furin inh -3.8, TRPML3 ag 0.1, zfTRPN1 agonist 3.6, PPC-1+TRAIL kill -7.6, thrombin 1536 -7.3 and TbHK1 inh -12.0.
Screening COc1ccc(-c2csc(NC(=S)NC(=O)c3cccs3)n2)cc1OC returned m-calpain inh -122.0, EBV gp42 block 3.8, KCC2 mod 31.4*, Furin inh -24.9, TRPML3 ag 1.6, zfTRPN1 agonist 1.4, PPC-1+TRAIL kill 10.2, thrombin 1536 4.0 and TbHK1 inh 0.4.
Cc1ccccc1CS(=O)(=O)CCC(=O)NCc1ccccn1 was read as m-calpain inh 6.9, EBV gp42 block 4.3, Furin inh -11.7, TRPML3 ag 0.0, zfTRPN1 agonist -0.2, PPC-1+TRAIL kill -13.1, thrombin 1536 1.8 and TbHK1 inh 4.2.
`CC(=O)NC1C(OCc2ccccc2)OC2COC(C)(C)OC2C1O` (stereo not drawn) gave m-calpain inh -5.3, EBV gp42 block -11.4, Furin inh -30.2, TRPML3 ag 0.6, zfTRPN1 agonist -0.5, PPC-1+TRAIL kill 3.4, thrombin 1536 -4.5 and TbHK1 inh -3.8.
For Cc1cccc(N2CCN(C(=O)/C=C/c3cccs3)CC2)c1C the results were m-calpain inh 17.8, EBV gp42 block 2.7, KCC2 mod -0.688, Furin inh -9.1, TRPML3 ag -0.3, zfTRPN1 agonist -1.7, PPC-1+TRAIL kill 33.2, thrombin 1536 3.4 and TbHK1 inh -14.3.
For CCN1CCCC1CNC(=O)CS(=O)(=O)Cc1nc(-c2ccccc2C)oc1C (stereo not drawn) the results were m-calpain inh -17.2, EBV gp42 block -15.8, KCC2 mod -0.426, Furin inh -14.1, TRPML3 ag 0.5, zfTRPN1 agonist -0.8, PPC-1+TRAIL kill 17.9, thrombin 1536 2.9 and TbHK1 inh -0.3.
Cc1ccc(N=Cc2c(C)[nH]n(-c3nc4ccccc4[nH]3)c2=O)cc1 was read as m-calpain inh 8.3, EBV gp42 block 0.4, KCC2 mod -0.914, Furin inh -15.2, TRPML3 ag 1.8, zfTRPN1 agonist 1.1, PPC-1+TRAIL kill 78.8*, thrombin 1536 -2.5 and TbHK1 inh -9.1.
For CCOC(=O)Cc1cc(-c2ccc(F)cc2)nc2ccc3ccccc3c12 the results were m-calpain inh -32.8, EBV gp42 block 8.9, KCC2 mod 0.495, Furin inh -11.3, TRPML3 ag 1.2, zfTRPN1 agonist 0.9, PPC-1+TRAIL kill 17.0, thrombin 1536 0.1 and TbHK1 inh 16.4.
`Cc1nnc(NC(=O)CCC(=O)N2CCC(C)CC2)s1` gave m-calpain inh -24.2, EBV gp42 block -3.8, KCC2 mod -0.023, Furin inh -12.6[20 µM], TRPML3 ag 0.5, zfTRPN1 agonist 0.4, PPC-1+TRAIL kill 1.3, thrombin 1536 -9.4 and TbHK1 inh 4.1.
COC(=O)C1CCCN1S(=O)(=O)c1ccc2ccccc2c1 (stereo not drawn) was read as m-calpain inh 3.7, EBV gp42 block -3.5, Furin inh -3.4, TRPML3 ag 0.5, zfTRPN1 agonist -0.5, PPC-1+TRAIL kill -0.6, thrombin 1536 -2.2 and TbHK1 inh 17.1.
`Cc1ccc(S(=O)(=O)Nc2ccc3c(c2)ncn3C(C)(C)C)cc1` gave m-calpain inh -21.6, EBV gp42 block -1.4, KCC2 mod -0.941, Furin inh -6.1, TRPML3 ag -0.8, zfTRPN1 agonist 0.3, PPC-1+TRAIL kill 8.0, thrombin 1536 -1.6 and TbHK1 inh 2.4.
For Cc1ccccc1S(=O)(=O)c1c(C)cc(-c2ccccc2)[nH]c1=O the results were m-calpain inh -98.3, EBV gp42 block -17.4, Furin inh -27.3[20 µM], TRPML3 ag 0.9, zfTRPN1 agonist -0.7, PPC-1+TRAIL kill 10.0, thrombin 1536 -1.1 and TbHK1 inh -30.4.
For Cc1nc(NC(=O)C(Cl)Cl)sc1C(=O)N(C)C the results were m-calpain inh 0.1, EBV gp42 block -4.0, KCC2 mod -0.418, Furin inh -9.4, TRPML3 ag 0.3, zfTRPN1 agonist -0.6, PPC-1+TRAIL kill 7.2, thrombin 1536 2.4 and TbHK1 inh 25.8.
`CC(=O)c1ccc(-c2ccc(C(=O)N3CCN(c4ccc(F)cc4)CC3)o2)cc1` gave m-calpain inh 67.5*, EBV gp42 block -3.7, KCC2 mod -0.57, Furin inh -26.1, TRPML3 ag 1.8, zfTRPN1 agonist 1.2, PPC-1+TRAIL kill 17.7, thrombin 1536 -7.3 and TbHK1 inh -8.4.
For O=C(CN1C(=O)S/C(=C\C=C\c2ccccc2)C1=O)Nc1ccc(O)cc1 the results were m-calpain inh 19.9, EBV gp42 block -1.8, KCC2 mod -0.784, Furin inh 1.8, TRPML3 ag 0.3, zfTRPN1 agonist 0.0, PPC-1+TRAIL kill 10.1, thrombin 1536 0.3 and TbHK1 inh 1.5.
`O=C(O)c1cc([N+](=O)[O-])ccc1C(=O)Nc1ccccc1` gave m-calpain inh -8.9, EBV gp42 block -5.3, Furin inh -3.1, TRPML3 ag 0.1, zfTRPN1 agonist 1.1, PPC-1+TRAIL kill -5.5, thrombin 1536 -6.9 and TbHK1 inh -1.7.
`CC(C)OCCCN1C(=O)c2ccccc2C1C(=O)NC1CCCCC1` (stereo not drawn) gave m-calpain inh 8.4, EBV gp42 block -20.9, KCC2 mod 0.227, Furin inh -12.1, TRPML3 ag -0.4, zfTRPN1 agonist 0.2, PPC-1+TRAIL kill 1.4, thrombin 1536 -0.7 and TbHK1 inh 17.1.
For CC(C)c1ccc(NC(=O)Cn2c(=O)oc3cccnc32)cc1 the results were m-calpain inh -14.2, EBV gp42 block -15.6, KCC2 mod -1.04, Furin inh -23.1, TRPML3 ag 0.6, zfTRPN1 agonist 1.7, PPC-1+TRAIL kill 15.3, thrombin 1536 0.9 and TbHK1 inh -9.3.
`COc1ccc(OC)c(NC(=O)CC(NC(C)=O)c2ccccc2)c1` (stereo not drawn) gave m-calpain inh -29.3, EBV gp42 block -25.2, KCC2 mod 1.27, Furin inh -28.0, TRPML3 ag 0.2, zfTRPN1 agonist -0.9, PPC-1+TRAIL kill -0.4, thrombin 1536 10.4 and TbHK1 inh 2.4.
`CCOc1cc(C2NN=C(c3ccccc3)S2)ccc1OCc1ccccc1Cl` (stereo not drawn) gave m-calpain inh 4.5, EBV gp42 block -16.7, KCC2 mod 6.02*, Furin inh -23.0[20 µM], TRPML3 ag -0.1, zfTRPN1 agonist 0.2, PPC-1+TRAIL kill 1.5, thrombin 1536 2.8 and TbHK1 inh -3.2.
Screening COc1cccc(NC(=O)N(CCCN2CCOCC2)C(C)c2cc3cccc(OC)c3o2)c1 (stereo not drawn) returned m-calpain inh -0.2, EBV gp42 block -6.7, KCC2 mod 0.209, Furin inh -16.7[20 µM], TRPML3 ag 0.2, zfTRPN1 agonist -0.4, PPC-1+TRAIL kill -3.6, thrombin 1536 -0.2 and TbHK1 inh -9.6.
Screening Cc1ccc(C(C)C)c(OCC(=O)N/N=C/c2cccn2C)c1 returned m-calpain inh 18.3, EBV gp42 block -9.6, KCC2 mod -1.69, Furin inh -17.4, TRPML3 ag -0.1, zfTRPN1 agonist 0.9, PPC-1+TRAIL kill -20.2, thrombin 1536 -3.5 and TbHK1 inh -27.5.
Screening CCCOc1ccc(OC(=O)c2ccc(Br)o2)cc1 returned m-calpain inh -12.5, EBV gp42 block -6.3, KCC2 mod -0.0203, Furin inh -18.1, TRPML3 ag 0.2, zfTRPN1 agonist 0.0, PPC-1+TRAIL kill -17.7, thrombin 1536 -2.9 and TbHK1 inh 4.6.
For COc1cc([N+](=O)[O-])ccc1NC(=O)CN1CCOCC1 the results were m-calpain inh 9.4, EBV gp42 block -7.4, KCC2 mod 1.05, Furin inh -16.7, TRPML3 ag 1.8, zfTRPN1 agonist 0.6, PPC-1+TRAIL kill 8.2, thrombin 1536 5.3 and TbHK1 inh -9.5.
`Cc1cc(S(=O)(=O)NC2CCCCC2)ccc1OCC(=O)N1CCOCC1` gave m-calpain inh -5.0, EBV gp42 block -3.8, Furin inh -12.0[20 µM], TRPML3 ag 0.3, zfTRPN1 agonist -0.1, PPC-1+TRAIL kill 14.3, thrombin 1536 0.2 and TbHK1 inh -3.3.
For CN1/C(=C\C=C2/C(=O)Oc3ccccc3C2=O)C(C)(C)c2ccccc21 the results were m-calpain inh -1.1, EBV gp42 block 18.3, KCC2 mod inactive, Furin inh -15.1, TRPML3 ag 129.7*, zfTRPN1 agonist 153.8*, PPC-1+TRAIL kill 27.5, thrombin 1536 1.3 and TbHK1 inh 0.9.
CC(C)(C)CC(C)(C)c1ccc(OCC(=O)N/N=C/c2ccc(S(=O)(=O)O)o2)cc1 was read as m-calpain inh 46.3, EBV gp42 block -14.1, KCC2 mod -1.6, Furin inh -23.6, TRPML3 ag 0.0, zfTRPN1 agonist -0.1, PPC-1+TRAIL kill 17.9, thrombin 1536 -5.3 and TbHK1 inh 20.6.
Screening N#C/C(=C\c1ccc[nH]1)Sc1nc2ccccc2s1 returned m-calpain inh 33.2, EBV gp42 block -13.4, KCC2 mod -0.641, Furin inh -12.8, TRPML3 ag 0.9, zfTRPN1 agonist -0.1, PPC-1+TRAIL kill 3.0, thrombin 1536 -2.9 and TbHK1 inh -14.5.

High-throughput results as filed in PubChem BioAssay.

Compounds were not picked by outcome (roughly 3.6% active in at least one column).
